Bioassay records deposited in PubChem by National Center for Advancing Translational Sciences (NCATS).
MBNL1-CUG inh – inhibitors of human MBNL1 binding to CUG repeat RNA. Q9NR56. hit rate 0.036% among 280,000. Potency, µM (titrated, usually from 57.5 µM), for the others: at the highest dose activity change, negative = inhibition, actives largely listed as inhibitors. TR-FRET MBNL1-His/biotin-(CUG)12 binding, 665/545 ratio; active = well fitted inhibition curve with a large enough effect in the signal ratio, with a control signal flat, not every such curve was filed as active; inconclusive = small, poorly fitted or top-dose-only effect, or effect the other way, or a change in a side signal; inactive = no such curve, though single readings can be large or run the other way; the % refers to the signal ratio; note: potency is the fitted concentration of half-maximal effect; % is set by controls: 0 for no effect and ±100 for the full control effect
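Compound titration spanned 92 nM–58 uM against the MBNL1-His/biotin-(CUG)12 complex. After 60 min at room temperature with 5 nM streptavidin-XL665 and 0.055 ng/ul terbium anti-His, ratiometric 665/545 nm emission (Ex 340 nm) normalized to controls.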
S-ASM inh – inhibitors of human secretory acid sphingomyelinase | hit rate 0.006% among 340,000 | P17405 | Potency, µM (highest dose often 57.5 µM), for inactives: at the top dose activity change, negative = inhibition, usual class: inhibitors | placental ASM, HMU-PC fluorogenic substrate, 60 min; note: potency is the fitted concentration of half-maximal effect
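Fluorogenic HMU-PC substrate (9 uM final) is turned over by placental ASM in 60 min at 37 C after a 10 min compound preincubation. Reaction ended by alkaline stop (pH 10), with fluorescence read at 386/447 nm.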
Chronic BCR inh – blocks chronic active B-cell receptor signaling; hit rate 0.05% among 340,000; ABC-DLBCL IkBa-CBG/CBR reporter, luminescence ratio, 4 h; Potency, µM (doses to about 46.1 µM), inactives show at the top dose ratio change, negative = lower green/red ratio, hits mostly inhibitors; active = well fitted inhibition curve with a large enough effect in the signal ratio, with a control signal flat, not every such curve was filed as active; inconclusive = small, poorly fitted or top-dose-only effect, or effect the other way, or a change in a side signal; the % refers to the signal ratio;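 note: potency is the fitted concentration of half-maximal effect; plate controls were basal doxycycline-induced cells for no effect and cells given 10 µM MG132 for full effect; MG132 reads +100%, hits lower the ratio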
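Cell line TMD8 (human ABC DLBCL), stably expressing tet-inducible CBG68-IkBa fusion and CBR; IMDM/0.5% FBS; cpd up to 46 uM; dox induction, 4 h, 37C/5% CO2; dual luminescence; green/red ratio; MG132 control.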
hERG WT inh – KCNH2 (human, wildtype) channel inhibition. Q12809. U2OS, BacMam KCNH2, thallium flux FluxOr; hits give low values. activity change, % at 1.84 µM. hit rate 0.37% among 340,000;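 active = maximum activity change below -70%; inconclusive = maximum activity change between -70% and -50%; inactive = maximum activity change above -50%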; note: % is set by controls: 0 for no effect and ±100 for the full control effect
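U2OS cells transduced with wild-type KCNH2 virus are loaded with FluxOr dye for 45 min, and thallium flux is measured in kinetic reads before and after stimulation buffer. Rate constants are normalized to DMSO controls.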
GALK inh – blocks human galactokinase activity; hit rate 0.007% among 270,000; Purified GALK, Kinase-Glo residual ATP luminescence; AID 1868; Potency, µM (top dose mostly 57.5 µM), for the others: at the top dose activity change, negative = inhibition, most hits filed as inhibitors; note: potency is the fitted concentration of half-maximal effect; % is set by controls: 0 for no effect and ±100 for the full control effect
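ATP-depletion format; final 35 uM ATP, 100 uM D-galactose, 5 nM enzyme; pH 8.0 HEPES/Mg2+ buffer; 60 min RT; luminescence read 10 min after detection reagent.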
Eya2 inh – Eya2 (human) phosphatase inhibition. O00167. Potency, µM (top dose mostly 76.9 µM), without a hit: top-dose activity, negative = inhibition, most hits filed as inhibitors. hit rate 0.006% among 330,000. recombinant Eya2, OMFP fluorescence dephosphorylation (OMFP is methylfluorescein phosphate). AID 488837; note: potency is the fitted concentration of half-maximal effect; % is set by controls: 0 for no effect and ±100 for the full control effect
Target sequence (O00167 whole entry, looked up): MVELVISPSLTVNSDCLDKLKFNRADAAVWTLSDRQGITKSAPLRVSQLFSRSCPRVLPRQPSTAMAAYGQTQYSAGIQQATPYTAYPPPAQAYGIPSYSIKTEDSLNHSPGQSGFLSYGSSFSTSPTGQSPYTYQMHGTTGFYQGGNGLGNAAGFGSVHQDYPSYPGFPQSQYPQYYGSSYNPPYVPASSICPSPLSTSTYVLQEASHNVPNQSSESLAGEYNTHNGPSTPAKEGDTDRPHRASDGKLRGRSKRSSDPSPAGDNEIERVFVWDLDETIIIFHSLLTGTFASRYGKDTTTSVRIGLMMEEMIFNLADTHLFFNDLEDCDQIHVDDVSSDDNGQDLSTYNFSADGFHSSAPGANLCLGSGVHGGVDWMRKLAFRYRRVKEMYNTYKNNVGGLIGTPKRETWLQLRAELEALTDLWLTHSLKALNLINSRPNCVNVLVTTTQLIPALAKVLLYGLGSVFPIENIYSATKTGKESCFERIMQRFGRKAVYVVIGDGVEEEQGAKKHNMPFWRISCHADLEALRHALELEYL
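Eya2 (0.2 uM) preincubated 10 min at ambient with compound, then OMFP substrate added at 50 uM; 10 min reaction in 50 mM HEPES pH 7.5, 50 mM NaCl, 5 uM MgCl2, 0.05% BSA, 1 mM DTT. Fluorescence read at Ex 485/Em 525 nm.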
Mito fusion yeast – blocks mitochondrial division or promotes mitochondrial fusion; hit rate 0.23% among 320,000; Potency, µM (highest dose often 46.1 µM), inactives show top-dose growth rescue (activation), hits mostly activators; S. cerevisiae fusion-defective mutant growth rescue, CellTiterGlo 48 h;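 note: potency is the fitted concentration of half-maximal effect; % of control where 0% means no effect; nearly all actives have a fitted effect of over 45% in size; temperature-sensitive fusion mutants such as fzo1-1 at 37 °C on non-fermentable ethanol glycerol medium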
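Read-out: ATP-based luminescence (CellTiterGlo, 10 min ambient) reporting growth of fusion-defective ts yeast after 48 hours at 37C on glycerol/ethanol YPEG medium in the presence of compound.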
PKM2 act – activators of human pyruvate kinase M2; P14618; purified PKM2, Kinase-Glo ATP luminescence, activation; response scale: 0% is enzyme alone, no compound; Potency, µM (doses to about 57.5 µM), for inactives: at the highest dose activation, actives largely listed as activators; hit rate 0.34% among 260,000; AID 1631; note: potency is the fitted concentration of half-maximal effect; % is set by controls: 0 for no effect and ±100 for the full control effect; nearly all actives have a fitted effect of over 55% in size
Target sequence (P14618 whole entry, looked up): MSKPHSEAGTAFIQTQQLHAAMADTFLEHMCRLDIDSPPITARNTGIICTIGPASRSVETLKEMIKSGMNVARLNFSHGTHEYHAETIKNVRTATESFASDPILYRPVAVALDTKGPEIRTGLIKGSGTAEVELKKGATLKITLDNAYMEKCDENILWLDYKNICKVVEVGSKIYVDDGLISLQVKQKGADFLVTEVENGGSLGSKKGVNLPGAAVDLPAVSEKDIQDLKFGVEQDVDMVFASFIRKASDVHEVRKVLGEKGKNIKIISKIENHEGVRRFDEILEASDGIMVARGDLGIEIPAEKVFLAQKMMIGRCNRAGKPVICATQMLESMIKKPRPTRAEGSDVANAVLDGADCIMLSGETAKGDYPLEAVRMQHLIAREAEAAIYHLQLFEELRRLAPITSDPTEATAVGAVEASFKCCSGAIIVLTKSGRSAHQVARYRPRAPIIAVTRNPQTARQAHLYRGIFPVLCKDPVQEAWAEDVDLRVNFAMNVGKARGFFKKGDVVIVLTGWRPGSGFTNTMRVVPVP
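ATP formation by purified human PK-M2, quantified via coupled luciferase luminescence after 1 h at room temperature with 0.1 mM ADP and 0.5 mM PEP final.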
Menin-MLL TR inh – displaces Texas Red mutant MLL peptide from human menin | O00255 | Menin + Texas Red MLL mutant peptide, fluorescence polarization | Potency, µM (doses to about 61.6 µM), inactives show at the top dose FP activity change, negative = inhibition, actives largely listed as inhibitors | hit rate 0.23% among 270,000 | AID 1768; active = well fitted inhibition curve with a large enough effect in the polarisation, with a control signal flat, not every such curve was filed as active; inconclusive = small, poorly fitted or top-dose-only effect, or effect the other way, or a change in a side signal; inactive = no such curve, though single readings can be large or run the other way; the % refers to the polarisation; note: potency is the fitted concentration of half-maximal effect; % of control where 0% means no effect; many of its hits are not listed in these tables
USP2a block – blocks human ubiquitin-specific protease USP2a. O75604. USP2 core, Ub-CHOP2 coupled fluorogenic reporter, 485/531. Potency, µM (series often up to 38.3 µM), for the others: at the highest dose activity change, negative = inhibition, usual class: inhibitors. hit rate 0.01% among 330,000. AID 463254;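 note: potency is the fitted concentration of half-maximal effect; plate controls were DMSO wells for no effect and full inhibition by NEM control for full effect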
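Deubiquitinase activity read as fluorescence (485/531 nm) after Ub-CHOP2 cleavage activates the enterokinase reporter on its substrate; USP2 core 10nM, Ub-CHOP2 and substrate 25nM each, 30min compound preincubation then 60min RT; data normalized to NEM, curves fitted.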
TSHR antagonist – blocks TSH signaling through the human TSH receptor | TSHR-expressing cells, TSH-stimulated cAMP HTRF, 2 h; hits give low values | activity change, negative = inhibition, % at 11.5 µM | hit rate 0.2% among 330,000 | AID 504810;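 active = activity change below a set negative limit, meaning inhibition stronger than a set level, cut at about -70% in these data; inconclusive = activity change between two set negative limits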; note: % is set by controls: 0 for no effect and ±100 for the full control effect
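Antagonism was scored as loss of TSH-driven cAMP in TSHR cells, stimulated with 4nM TSH (EC80) for 2 hours at 37 deg C and detected by homogeneous HTRF competition immunoassay.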
The depositor's hits bear a star; u = inconclusive; x = not tested or not shown; [ ] = another dose, or the depositor's remark. Unless noted, calls come from the whole dose curve; as a rule, active = well fitted curve in the direction sought with a large enough effect; inconclusive = small, poorly fitted or top-dose-only effect, or another doubt; inactive = no such curve, though single readings can be large; an effect the other way counts as inactive or inconclusive. Some of the compounds tested. The share of hits here may be higher or lower than overall.

Results follow in this order: USP2a block	hERG WT inh	Mito fusion yeast	Menin-MLL TR inh	S-ASM inh	PKM2 act	TSHR antagonist	MBNL1-CUG inh	Eya2 inh	GALK inh	Chronic BCR inh
- Cc1ccc(NC(=O)CCC(=O)OCc2ccc(Br)cc2)cc1
 : 0.8%	6.4	-7.1%	-3.8%	-3.3%	0.2%	-1.8	x	0.8%	2.4%	-0.9%
- COc1ccc(-c2[nH]ncc2CNCc2cc(C)n(C)n2)c(F)c1
 : 0.5%	-0.5	-6.7%	-1.5%	11.5%	0.6%	-6.4	-6.3%	1.7%	-0.3%	u
- Cc1ccc(S(=O)(=O)/N=C2\CN(C)C(=O)N2C)cc1
 : 2.7%	4.7	-14.9%	2.6%	2.5%	u	2.8	-2.1%	-2.6%	x	1.1%
- O=C(NCCOc1ccccc1)C(=O)NCC1CCCO1 (stereo not drawn)
 : 2.1%	6.1	-0.4%	5.5%	-3.1%	-1.6%	7.0	-4.4%	-7.6%	4.1%	11.6%
- O=C(Cn1nc(-c2ccccc2)c2ccccc2c1=O)Nc1ccc(F)cc1
 : -2.1%	4.4	0.8%	x	-2.2%	3.3%	-2.0	2.3%	4.7%	-5.0%	-16.2%
- OCc1ncccc1O
 : -4.1%	3.8	-0.3%	-15.8%	2.4%	0.8%	23.1	-6.8%	u	2.4%	u
- COc1ccc(-c2nc3ncccn3c2Nc2ccc3c(c2)OCCO3)cc1
 : x	1.8	-1.9%	-6.4%	-2.9%	-4.3%	x	2.8%	x	-0.6%	x
- O=[N+]([O-])c1cc(-c2nnc(-c3ccccc3)o2)ccc1Oc1ccc(Cl)cc1
 : 0.6%	2.4	-1.3%	-4.1%	x	-5.7%	-6.4	7.7%	-7.0%	1.1%	u
- CCN(CC)C(=O)CSc1nnc(-c2cccc(OC)c2)o1
 : 2.6%	-3.2	-1.3%	-9.1%	4.5%	-13.3%	0.0	u	28.8%	-2.7%	u
- O=S(=O)(NCc1ccccn1)c1cc(Cl)ccc1Cl
 : 2.6%	-6.5	-3.4%	-1.7%	0.5%	-5.5%[11.5 µM]	3.8	2.9%	11.8%	-3.1%	6.5%
- COC(=O)C1=NN(N=O)C2(CC(=O)N(c3cc(C)cc(C)c3)C2=O)C1 (stereo not drawn)
 : 3.5%	-12.0	5.7%	0.5%	-0.7%	-2.1%	4.8	-2.0%	1.1%	-0.4%	-15.8%
- O=C(O)c1ccc(NC(=O)C(c2ccccc2)c2ccccc2)cc1
 : 0.0%	0.9	3.7%	0.0%	3.3%	0.6%[11.5 µM]	-12.6	-12.4%	-17.8%	1.1%	1.4%
- CN(C)CCNC(=O)c1onc(CSc2ccc(F)c(F)c2)c1C(=O)NCCN(C)C
 : 1.0%	13.7	-3.3%	x	2.4%	3.7%	-0.3	-16.0%	-0.3%	3.5%	u
- Cc1ccc(S(=O)(=O)NCCc2ccccc2)cc1
 : 5.1%	-1.5	1.7%	-12.1%	-1.9%	2.7%	-3.0	-1.7%	-0.1%	-3.6%	20.9%
- Cc1cc(C)c2[nH]c(=O)c(CN(CC3CCCO3)C(=S)NCc3ccco3)cc2c1 (stereo not drawn)
 : 0.2%	4.4	0.2%	8.4%	9.6%	-2.2%	5.8	x	1.0%	0.7%	-2.4%
- CC(=O)Nc1nonc1NC(=O)CSc1ccccn1
 : -0.2%	-3.8	1.1%	13.6%	-3.2%	2.2%	11.7	-1.9%	9.1%	0.2%	-6.5%
- Cn1cnnc1SCC(=O)NNC(=O)c1ccc([N+](=O)[O-])cc1
 : 0.6%	-2.4	x	x	-2.6%	x	2.4	x	5.8%	x	5.1%
- Cc1ccccc1C(=O)NNC(=O)Nc1ccccc1
 : 2.0%	x	-1.6%	15.5%	x	5.3%	-3.3	2.6%	6.2%	-2.6%	u
- CNC(=O)COc1ccc(S(=O)(=O)Nc2ccc(C)cc2)cc1
 : -0.1%	-12.2	-13.6%	x	0.3%	23.9%	2.0	-1.8%	-6.9%	5.1%	2.5%
- Cc1cc(-c2nn(-c3ccccc3F)cc2CN2CCN(c3ccncc3)CC2)c(C)s1
 : 2.3%	-136.7*	4.8%	u	-0.7%	-4.3%	1.2	-0.6%	-1.8%	-2.2%	-13.5%
- CC[C@]12c3[nH]c4ccccc4c3CCN1C(=O)C(CC(=O)NC/C=C(\C)CCC=C(C)C)C[C@@H]2C(=O)N1CCN(C(=O)c2ccco2)CC1 (stereo partly drawn)
 : 2.6%	6.8	x	x	-7.9%	x	-8.4	x	-20.7%	x	u
- CCN(C(=O)COC(=O)/C=C/c1ccco1)C1CCCCC1
 : 1.2%	0.6	x	x	-6.9%	x	-7.3	x	6.8%	x	5.1%
- CCC1C(=O)NCCN1C(=O)c1cccc(OC2CCN(S(=O)(=O)N(C)C)CC2)c1 (stereo not drawn)
 : -1.0%	-0.6	15.0%	x	2.0%	x	-3.8	-5.5%	-16.5%	5.7%	-13.0%
- Cc1sc2ncnc(N3CCOCC3)c2c1C
 : 3.8%	7.9	-3.9%	x	5.3%	-1.7%	-3.8	-0.7%	5.4%	-0.3%	u
- O=C(NC(Cc1ccccc1)C(=O)O)/C(=C/c1ccccc1)NC(=O)c1cccc(Br)c1 (stereo not drawn)
 : 0.0%	5.5	0.7%	5.8%	10.7%	0.0%	17.5	-2.8%	6.0%	-3.5%	10.2%
- Cc1cc(C(=O)CSc2nnnn2-c2ccc(O)cc2)c(C)n1C
 : 0.8%	1.6	5.8%	u	0.2%	-8.8%	15.4	-1.4%	5.8%	6.1%	-7.8%
- CC(=O)Nc1ccc(S(=O)(=O)N2CCC(NC(=O)c3ccccc3)CC2)cc1
 : -0.1%	-6.8	3.9%	28.6%	3.4%	1.0%	31.2	-5.0%	-6.2%	4.3%	4.0%
- Cc1nc2nc(-c3ccccc3)[nH]n2c(=O)c1Cc1ccccc1
 : -0.9%	-7.3	-1.7%	14.7%	-3.2%	6.3%	-7.5	-4.4%	9.1%	-1.0%	u
- Cc1ccccc1CSCCNC(=O)CN(c1ccc2c(c1)OCO2)S(C)(=O)=O
 : 0.3%	0.5	-0.1%	2.5%	-0.1%	8.2%	-8.6	6.0%	-14.8%	0.0%	-1.6%
- CCCC(O)(CCN(C)C)c1ccc(OC)cc1 (stereo not drawn)
 : 3.6%	2.2	-1.4%	2.9%	3.0%	-2.4%	2.1	-0.2%	-18.7%	-0.8%	0.3%
- COc1cccc2cc3c(=O)n(-c4ccccc4)nc-3oc12
 : -1.0%	-2.6	-0.3%	u	-0.1%	0.4%	-8.8	-9.5%	15.1%	2.2%	x
- CCOC(=O)C1CCCN(S(=O)(=O)c2cc(C(=O)OC)n(C)c2)C1 (stereo not drawn)
 : -2.0%	-4.2	-0.9%	14.9%	9.1%	1.6%	-0.6	3.2%	-4.6%	x	u
- COc1cc(NC(=O)c2ccnc(N)c2)cc(C(=O)Nc2cccc(C(F)(F)F)c2)c1
 : -9.4%	-7.9	24.7%	x	-15.1%	-2.0%	-0.1	-0.5%	u	-14.8%	u
- O=C(O)COCc1nc2ccccc2[nH]1
 : 1.6%	-22.2	-2.4%	3.8%	-0.2%	-2.6%	7.9	-6.8%	17.4%	5.2%	0.8%
- COc1ccc(NC2CCCN(C(=O)c3cccnc3)C2)cc1 (stereo not drawn)
 : -6.1%	-1.7	9.4%	x	2.1%	x	32.3	-2.6%	0.1%	1.3%	-1.9%
- O=C(N/N=C\c1ccc(Cl)cc1)c1sccc1-n1cccc1
 : 7.9%	-8.8	0.6%	15.7%	-0.7%	2.8%	2.5	1.2%	2.3%	-5.4%	6.8%
- COc1ccc(CNC(=O)COC(=O)CCOc2ccc(C)cc2)cc1OC
 : 0.1%	4.4	0.4%	x	-1.0%	x	4.9	x	-10.7%	x	-6.6%
